LGR2 inh = blocks bursicon-induced cAMP signaling via Drosophila LGR2. HEK293 LGR2, CRE-luciferase, bursicon-stimulated, 4 h. inhibition, % at 9.99 µM. 380,000 compounds, 0.35% hits;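 active = drop in luminescence signal, shown as inhibition above about 50% in the replicate tests, limit read from the data, passing the limit was not always enough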;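 also: agonist challenge used bursicon conditioned medium at about half maximal strength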
FN deposition inh = fibronectin deposition inhibition; inhibition, % at 12.6 µM; 350,000 compounds, 0.086% hits; AH1F fibroblasts, Alexa488-fibronectin deposition fluorescence, overnight; AID 743247;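 active = mean inhibition across replicates of 30% or more, regardless of how many single replicates reach that level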;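 also: positive control wells lacked labelled fibronectin entirely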
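Schedule: 1 h cell adhesion before compound, then overnight fibronectin incubation; test system: AH1F fibroblast monolayer depositing Alexa488-labelled fibronectin into matrix; quantity: 10000 AH1F cells per well; probe or stimulus: fluorescent fibronectin at 24 nM final; signal: fluorescence, ex 485 nm, em 525 nm; evaluation: percent inhibition as loss of matrix-bound fibronectin fluorescence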
EWS-Fli block = blocks EWS/Fli oncoprotein-driven transcription; A673 NR0B1-luciferase reporter, viability-normalised; inhibition, % at 12.6 µM; 350,000 compounds, 0.67% hits; AID 651661;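 active = mean inhibition of at least 50% after viability correction, with every replicate also passing that limit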;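 also: firefly luciferase signal divided by Alamar Blue viability fluorescence both relative to DMSO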
PGC1a acetyl inh = PGC1a acetylation modulation, inhibitor mode; AID 651687; U2OS PGC1a acetylation, AlphaScreen anti-acetyl-lysine; with virally co-expressed GCN5 acetyltransferase; inhibition, % at 15.6 µM; 350,000 compounds, 0.17% hits;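 active = every replicate shows inhibition of at least 40%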;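 also: 0% = neutral control wells and 100% = positive control wells; some results beyond the cut were filed as inactive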
Cneo AK release = Cryptococcus neoformans lysis via adenylate kinase release | C. neoformans lysis, adenylate kinase release luminescence, 4 h; normalised: neutral wells 0, clomiphene wells 100 | lysis activity, % at 15 µM | 360,000 compounds, 0.2% hits;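 active = mean lysis activity across replicates of at least 80%, whatever share of replicates individually reach that level; inactive = mean lysis activity below 80%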
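Schedule: static 4 h at 37 °C with compound, 1 h detection; system: C. neoformans cells; benchmarks: Clomiphene as positive control; buffer or medium: fresh YPD medium; measure: luminescence rise reflecting yeast cell lysis; measured by: luminescent adenylate kinase detection reagent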
PAX8 inh HTS = lowers PAX8-driven luciferase in RMG-I cells. RMG-I TPO-luciferase reporter, SteadyGlo, 24 h. inhibition, % at 12.6 µM. 360,000 compounds, 1.2% hits. AID 652154;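 active = mean replicate inhibition at least 60% with every replicate also reaching 60%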;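 also: luciferase light reporting Pax8 driven TPO promoter activity; plate controls were median of neutral control wells for no effect and mitoxantrone controls for full effect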
miR-122 sensor = inhibitors of miR-122 in Huh7 cells | 340,000 compounds, 0.3% hits | Huh7 miR-122 Renilla luciferase sensor, 48 h; neutral wells = 0, positive control = 100 | activation (reporter increase), % at 12.5 µM;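 active = mean replicate activation score at least 90 and every replicate individually at or above 90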;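 also: higher luciferase means less miR-122 activity so hits act as miR-122 inhibitors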
Casp6 inh = blocks human caspase-6 cleavage activity | purified caspase-6, Z-VEID-R110 cleavage fluorescence | AID 686996 | 350,000 compounds, 0.53% hits | inhibition, % at 12.5 µM;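 active = mean inhibition across replicates at least about 35%, with every replicate also reaching that limit, limit read from the data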;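 also: 0% = median of neutral control wells and 100% = no fluorescence left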
Target sequence (P55212 24-179 limits assumed): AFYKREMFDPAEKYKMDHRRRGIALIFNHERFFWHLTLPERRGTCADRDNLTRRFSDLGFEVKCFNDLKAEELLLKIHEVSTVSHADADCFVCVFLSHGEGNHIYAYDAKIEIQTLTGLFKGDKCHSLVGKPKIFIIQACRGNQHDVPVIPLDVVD
Target sequence (P55212 194-293 limits assumed): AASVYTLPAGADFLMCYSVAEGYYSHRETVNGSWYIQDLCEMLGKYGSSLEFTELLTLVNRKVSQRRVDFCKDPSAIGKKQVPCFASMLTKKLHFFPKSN
Numbers without * were called inactive; / = not tested or not shown; [ ] = dose if it differs, or a comment. Compounds were not picked by outcome; overall some 2.5% were active at least once.

SMILES	LGR2 inh	FN deposition inh	EWS-Fli block	PGC1a acetyl inh	Cneo AK release	PAX8 inh HTS	miR-122 sensor	Casp6 inh
Cc1cccn2c(=O)c3cc(C(=O)NC4CCCCC4)n(C)c3nc12	4	1	-10	8	3	-21	/	-1
CC1(C)NC(=O)N(CCCOc2ccc(Br)cc2Cl)C1=O	-22	5	/	-5	/	/	-4	/
O=C(Nc1ccc(O)cc1)/C(=C\c1cccs1)NC(=O)c1ccccc1	-6	10	4	/	/	33	/	4
CCCOc1ccc(-c2c(C(=O)N/N=C/C3CC=CCC3)nnn2-c2nonc2N)cc1 (configuration not stated)	0	-35	1	-28	7	-5	0	0
COC(=O)c1ccccc1NC(=O)Nc1c(C)n(C)n(-c2ccccc2)c1=O	-6	-6	/	/	6	-2	/	-2
COC(=O)Cn1c(O)c(N=NC(=O)CNC(=O)c2ccncc2)c2ccccc21	1	-4	/	-14	-5	14	6	1
CCCCn1c(N)c(N(CCC(C)C)C(=O)CSc2nnc(C)s2)c(=O)[nH]c1=O	/	-5	/	-16	-1	10	3	/
C[C@H]1CN([C@@H](C)CO)C(=O)c2ccccc2-c2ccccc2CO[C@H]1CN(C)Cc1ccc(F)cc1	-12	10	-1	-1	0	15	/	-1
O=C1c2ccccc2C(=O)c2c1ncn2-c1ccccc1	3	11	45	5	0	-3	11	/
Cc1noc(NS(=O)(=O)c2ccc(NC(=O)C(F)(F)F)cc2)c1C	10	-2	2	16	0	7	-4	-1
O=C1CN(Cc2ccc(F)cc2)C[C@H]2[C@H](c3ccc(-c4ccccc4F)cc3)[C@H](CO)N12	21	/	3	2	/	17	/	1
CC(C)n1cc(CN2CCC(C(=O)Nc3cccc(-c4cccc(Cl)c4)c3)CC2)cn1	13	7	18	-6	1	/	-1	-5
C=CCN(CC=C)C(=O)C1c2ccccc2Oc2ccccc21	11	-2	5	-15	-1	11	/	-1
Cc1cc(C)n(-c2nc(C(=O)O)cs2)n1	-5	-8	4	-1	/	-4	-5	4
COc1ccccc1N(CC(=O)NC1CCCC1)C(=O)CCCC(=O)Nc1ccccn1	-5	9	2	7	/	-9	-2	-1
Cc1onc(-c2c(Cl)cccc2Cl)c1COC(=O)c1ccc(Cl)cc1[N+](=O)[O-]	-8	-5	-6	/	/	-1	/	-2
COc1ccc(NC(=O)N(C)C[C@H]2OCCCC[C@H](C)Oc3ccc(NS(=O)(=O)c4ccc(Cl)cc4)cc3C(=O)N([C@@H](C)CO)C[C@@H]2C)cc1	9	3	11	7	4	10	-6[16.7 µM]	3
CCCNC(=O)c1cccc(C(F)(F)F)c1	-2	/	14	12	/	/	6	0
CCC1CCCCN1CCCNC(=O)Cn1ncn2nc(-c3ccc(OC)cc3)cc2c1=O (configuration not stated)	6	1	/	-4	-4	-57	0	-5
O=C(CN1C(=O)C2C3C=CC(C3)C2C1=O)NCc1ccccc1 (configuration not stated)	17	6	/	-3	1	/	-7	/
C[C@H](O)C#Cc1ccc([C@H]2[C@H]3CN(C(=O)c4ccncc4)CCCCN3[C@H]2CO)cc1	-2	/	-20	8	2	8	3[16.7 µM]	0
CCN1C(=O)C(=O)N(CC(=O)N2CCN(c3ccccc3)CC2)C1=O	-11	-6	-6	5	/	9	-2	-1
C=CCNc1nc(NCc2ccco2)nc(OCC)n1	-17	/	/	-5	1	/	-4	/
CON(C)c1nc(Oc2ccc(=O)[nH]n2)nc(N(C)C)n1	/	-8	/	-2	-3	/	8	/
O=C(CN(c1ccc(F)cc1)S(=O)(=O)c1ccccc1)Nc1ccccc1C(=O)O	-23	-25	-4	-3	/	9	0	2
COc1cccc(NC(=O)CN2CCc3ccccc3C2)c1	1	-4	-3	4	0	-4	2	0
O=C(NC(=S)NC1CCS(=O)(=O)C1)c1ccccc1Br (configuration not stated)	1	/	/	11	-1	2	-9	4
C[C@@H]1CCCCO[C@H](CN(C)C(=O)NC2CCCCC2)[C@H](C)CN([C@@H](C)CO)C(=O)c2cc(NS(=O)(=O)c3ccccc3)ccc2O1	-7	-7	3	-12	1	-12	-6[16.7 µM]	-2
COc1ccc(-n2c(SCC(=O)N3CCC(C(=O)O)CC3)nc3ccccc3c2=O)cc1OC	37	-1	1	5	-1	-1	-1	0
Cc1cnn(-c2nc(-c3cccs3)cc(C(F)(F)F)n2)c1	-4	-4	/	1	6	/	-3	/
Fc1cccc(Cn2cc(C(=S)N3CCOCC3)c3ccccc32)c1	0	11	7	-4	/	5	176*	2
COc1ccc(N(CC(=O)N/N=C/c2ccccc2F)S(=O)(=O)c2ccccc2)cc1	11	-2	5	/	-1	-4	/	-2
CO[C@@H]1CN(C)C(=O)c2cc(NC(C)=O)ccc2OC[C@H](C)N(Cc2nccs2)C[C@@H]1C	4	-2	-6	2	-4	/	-13[16.7 µM]	-5
N#C[C@@H]1[C@@H](c2ccc(/C=C/c3ccccc3)cc2)[C@@H](CO)N1C(=O)C1CCCC1	-13	-4	-14	10	8	4	/	-1
N#C/C(C(=O)N1CCCCC1)=C1/N=C(NC(=O)c2ccc(F)cc2)c2ccccc21	20	-21	/	-3	5	-42	-8	1
CCn1ccc(C(=O)Nc2c(C)nn(Cc3c(F)c(F)c(F)c(F)c3F)c2C)n1	11	-3	1	/	/	-4	/	1
Cc1ccccc1OCC(=O)OCC(=O)c1ccc(-c2ccccc2)cc1	-9	2	-2	16	0	-17	5	-1
CCN(CCCNC(=O)CN1C(=O)COc2ccccc21)c1cccc(C)c1	3	/	/	-5	0	/	-5	/
CN1CCN(C(=O)C[C@H]2CC[C@@H]3[C@H](COC[C@H](O)CN3C(=O)C3CCOCC3)O2)CC1	14	-3	-6	-11	-1	5	-2[16.7 µM]	-1
O=C(C[C@H]1CC[C@H]2[C@@H](COC[C@@H](O)CN2S(=O)(=O)c2cccc(Cl)c2)O1)Nc1ccc(-c2ccccc2)cc1	3	-13	-2	12	-3	87*	-5[16.7 µM]	0
CCCCc1nc2cc(C(=O)N3CCCCC3CCO)ccc2o1 (configuration not stated)	-10	-5	-50	0	-1	-81	-1	2
COc1cc(C2CC(=O)NC3=C2C(=O)CC(C)(C)C3)cc(OC)c1O (configuration not stated)	16	/	/	-17	0	/	1	/
O=C(NC1CCCCC1)c1cc2ccccc2cc1O	-10	2	-5	5	-3	-45	-20	-1
O=C(COC(=O)/C=C/c1ccc(Cl)cc1)NCc1cccs1	1	-4	1	5	0	-4	-3	2
CC(=O)c1cccc(NC(=O)c2cnn(-c3ccccc3)c2C)c1	-10	-4	-23	-7	-6	-35	-1	-1
COc1cc(NC(=O)CN(c2cc(C)cc(C)c2)S(=O)(=O)c2c(C)[nH]c(=O)[nH]c2=O)cc(OC)c1	-4	0	-8	-1	7	-6	-1	3
O=C(c1cc2nc(-c3ccccc3)cc(-c3ccccc3)n2n1)N1CCCC1	/	2	14	/	/	3	/	3
C=C1CCN([C@H](C(=O)Nc2ccc(OC)cc2)C(C)C)S(=O)(=O)c2ccccc21	1	-1	-4	0	0	-21	0	1
CCCNC(=O)Nc1ccc2c(c1)OC[C@@H](C)N(C(=O)CC)C[C@H](C)[C@H](OC)CN(C)C2=O	-8	/	-3	-6	56	/	-3[16.7 µM]	/
COCC(=O)N1[C@@H]2CN(C(=O)Nc3ccccc3Cl)c3ccccc3[C@@H]2[C@@H]1CO	-19	6	-6	4	-5	-6	-3[16.7 µM]	/
O=C(/C=C/c1ccc([N+](=O)[O-])cc1)N(c1ccccn1)C1CCCCC1	27	1	-6	9	/	-5	/	4
Cc1ccc(OCC(=O)Nc2ccc(S(=O)(=O)N3CCCC3)cc2)cc1	26	-4	3	/	-1	-4	/	0
CC1CC(C)CN(S(=O)(=O)c2ccc(NC(=S)NC(=O)c3ccccc3)cc2)C1 (configuration not stated)	8	/	/	-5	3	19	8	/
CCOC(=O)N1CCN(C(=O)C(=O)Nc2ccc3nc4n(c(=O)c3c2)CCCCC4)CC1	-15	4	-8	-8	-1	13	4	1
CCCCNC(=O)c1cc(C)no1	-1	-1	-5	/	-1	8	2	0
COc1ccc(NC(=O)N(C)C[C@H]2OCCCC[C@H](C)Oc3ccc(N(C)C)cc3C(=O)N([C@@H](C)CO)C[C@@H]2C)cc1	-4	/	0	-4	3	9	9[16.7 µM]	-2
CCCCN(CC)CCNC(=O)c1cc2c(-c3ccc(Cl)cc3)nn(C)c2s1	15	-5	22	-11	2	18	3	1
COc1ccc(/C=C2\SC(=S)N(CCCC(=O)N3CCN(C)CC3)C2=O)cc1	-18	4	4	/	2	30	10	-6
COCCNCC(O)CON=C1c2ccccc2-c2ccccc21 (configuration not stated)	7	-1	-12	/	/	-12	/	-2
Cc1[nH]c2ccc(F)cc2c1CCN(Cc1cccnc1)C(=S)Nc1cccc(F)c1	/	8	-8	-16	/	7	/	0
Other records:
SMILES	LGR2 inh	FN deposition inh	EWS-Fli block	PGC1a acetyl inh	Cneo AK release	PAX8 inh HTS	miR-122 sensor	Casp6 inh
CC(=O)c1nn(-c2ccccc2)c(=Nc2ccccc2)cc1C	7	4	5	/	/	-20	/	2
C[C@@H]1CN([C@@H](C)CO)C(=O)Cc2cc(NC(=O)C3CCCCC3)ccc2O[C@@H]1CN(C)Cc1ccc(Oc2ccccc2)cc1	10	/	8	-16	-2	3	-2[16.7 µM]	-2
Cn1c(SCC(=O)N2CCCCC2)nnc1-c1ccc(S(=O)(=O)N2CCOCC2)cc1	/	-8	/	13	-1	16	-1	/
C=CCn1c(C)c(C(=O)OCC)c2cc(O)c3ccccc3c21	-16	-11	-3	-9	0	0	1	0
CCOC(=O)c1sc(NC(=O)C2CC2)cc1C	-33	-3	-35	6	-9	-47	-3	2
COc1cc(C(=O)NNC(=O)c2cc(S(=O)(=O)N(C)C)ccc2N2CCCC2)cc(OC)c1OC	4	-11	1	5	3	4	-12	-2
N#C[C@H]1[C@H](c2ccc(C#CC3(O)CCCC3)cc2)[C@H](CO)N1C(=O)C1CCC1	2	-21	-1	-3	0	4	/	3
CCC(=O)N1CCCCN2[C@H](C1)[C@H](c1ccc(/C=C/c3ccccc3)cc1)[C@@H]2CO	9	/	12	10	1	47	-4[16.7 µM]	1
COCCNC(=O)CSCc1cc(C)cc(C)c1	9	-9	2	/	/	12	/	-2
COc1ccc(C(=O)Nc2ccc(N3CCOCC3)cc2)cc1S(=O)(=O)N1CCOCC1	10	2	-7	-9	3	-5	-3	2
C[C@@H]1CN([C@@H](C)CO)C(=O)c2cc(NC(=O)Nc3ccccc3)ccc2O[C@@H]1CN(C)Cc1ccncc1	0	/	-7	2	-1	-5	-5[16.7 µM]	3
C[C@@H]1CN([C@@H](C)CO)C(=O)CCCn2cc(nn2)CO[C@@H]1CN(C)S(=O)(=O)c1ccc(-n2cccn2)cc1	-11	9	4	5	/	2	/	0

Source: PubChem (Broad Institute)
